KB-3-1 cytotox = KB-3-1 parental cell cytotoxicity | KB-3-1 viability, CellTiter-Glo ATP luminescence, 72 h | AID 1347075 | hit rate 1.4% among 400,000 | Potency, µM (series often up to 46.1 µM), for inactives: at the highest dose activity change, negative = cytotoxic, actives largely listed as cytotoxic; further: potency means the concentration at half of the fitted maximal effect; on the % scale 0 is the no-effect control and ±100 the full control effect; nearly all actives have a fitted effect of over 60% in size
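72 h, 37 °C compound treatment of KB-3-1 parental cells; CellTiter-Glo added, 10 min, luminescence read. Data corrected against DMSO-only plates and normalized before curve fitting.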
SW480 rereplic = induces DNA re-replication in SW480 colon adenocarcinoma cells | SW480 DNA re-replication, Hoechst DNA content imaging, 48 h | Potency, µM (titrated, usually from 46.1 µM), for the others: at the highest dose re-replication activation, most hits filed as activators | hit rate 1.8% among 340,000; further: potency means the concentration at half of the fitted maximal effect; % of control where 0% means no effect; nearly all actives have a fitted effect of over 55% in size
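Image-based DNA-content assay: after two days of treatment, nuclei were labelled with the DNA dye Hoechst and imaged, and hits were compounds raising the count of nuclei showing high fluorescence intensity.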
KB-V1 MDR tox = kills drug-selected multidrug resistant KB-V1 cells. KB-V1 MDR cells viability, CellTiter-Glo, 72 h. Potency, µM (doses to about 46.1 µM), for the others: top-dose activity change, negative = cytotoxicity, actives largely listed as cytotoxic. hit rate 3.4% among 400,000; further: potency means the concentration at half of the fitted maximal effect; on the % scale 0 is the no-effect control and ±100 the full control effect; nearly all actives have a fitted effect of over 60% in size
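Luminescent ATP read-out (CellTiter-Glo, 10 min) measures survival of drug-selected KB-V1 MDR cells after 72 h, 37 degrees C compound exposure. Medium: phenol-red-free DMEM, 10% FBS. Values from fitted concentration-response curves.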
D3 ag = activates the human D3 dopamine receptor; P35462; max activation, %; hit rate 0.58% among 410,000; D3R DiscoveRx beta-arrestin cells, luminescence, 90 min; in the data active means max activation above about 30%; further: 0% is about no effect; mostly tested at two doses, the higher about 12 µM
Target sequence (P35462 whole entry, looked up): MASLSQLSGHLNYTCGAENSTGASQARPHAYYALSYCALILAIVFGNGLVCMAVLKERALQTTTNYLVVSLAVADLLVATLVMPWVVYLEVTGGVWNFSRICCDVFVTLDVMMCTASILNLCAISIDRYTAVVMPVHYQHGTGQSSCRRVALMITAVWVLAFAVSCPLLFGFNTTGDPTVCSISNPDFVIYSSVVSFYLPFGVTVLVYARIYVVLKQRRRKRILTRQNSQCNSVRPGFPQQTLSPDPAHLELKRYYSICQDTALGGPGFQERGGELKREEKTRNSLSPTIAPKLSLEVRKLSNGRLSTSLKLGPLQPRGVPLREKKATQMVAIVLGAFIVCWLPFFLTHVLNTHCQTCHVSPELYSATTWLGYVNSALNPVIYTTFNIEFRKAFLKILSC
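Cells at 1500/well, incubated overnight, then treated with pinned compounds (dopamine as control) for 90 min at 37 degrees C. DiscoveRx reagent added for 30 - 60 minutes at room temperature; luminescence read.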
HT1080 IDH1KD tx = kills HT-1080 cells with IDH1 knockdown; AID 686971; Potency, µM (doses to about 46.1 µM), without a hit: at the top dose activity, negative = toxicity, most hits filed as cytotoxic; hit rate 2% among 360,000; HT-1080 IDH1 knockdown viability, ATP luminescence, 48 h;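 further: potency means the concentration at half of the fitted maximal effect; 0% = DMSO wells and -100% = cell-free medium wells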
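Luminescent ATP read-out (CellTiter-Glo, 10 min at room temperature) after 48 h compound exposure at 37 °C gave viability of IDH1-knockdown HT-1080 cells. Activity was normalised to DMSO and cell-free wells, then fitted as concentration-response curves.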
IL1B secr inh = inflammasome signaling inhibition, IL-1 beta readout | THP-1 LPS/ATP IL-1B secretion, AlphaLISA, 16 h; hits give low values | hit rate 4.7% among 360,000 | AID 743279 | activity change, % at 57.5 µM; in the data active means activity change below about -50%; inconclusive means mostly about -30% to -49%; further: on the % scale 0 is the no-effect control and ±100 the full control effect
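Secreted IL-1B measured by AlphaLISA bead assay after 16 h compound exposure of THP-1 cells; compounds (final up to 57.5 uM) added 1 h before LPS (250 ng/mL) and ATP (1.25 mM) stimulation; lower signal means less secretion.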
D3 antag = blocks the human D3 dopamine receptor; P35462; D3R cells, DiscoveRx beta-arrestin luminescence, antagonist mode; hits give low values; max response, negative = inhibition, %; hit rate 2.5% among 360,000; in the data active means max response below about -50%; inconclusive means no clear call, values can overlap the other calls; further: on the % scale 0 is the no-effect control and ±100 the full control effect; mostly tested at two doses, the higher about 12 µM
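Cells expressing the human receptor were seeded at 1500 cells/well, incubated overnight at 37 degrees C in 5% CO2, then exposed to library compounds with dopamine controls for 90 minutes at 37 degrees C before luminescent detection.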
GLP-1R agonist = activates the human GLP-1 receptor; P43220; HEK293 GLP-1R CRE-luciferase, luminescence, 4-6 h; cells express a hypersensitive GLP-1R form; Potency, µM (series often up to 45.6 µM), inactives show at the top dose activation, most hits filed as activators; hit rate 0.007% among 380,000; further: potency means the concentration at half of the fitted maximal effect; % of control where 0% means no effect
Target sequence (P43220 whole entry, looked up): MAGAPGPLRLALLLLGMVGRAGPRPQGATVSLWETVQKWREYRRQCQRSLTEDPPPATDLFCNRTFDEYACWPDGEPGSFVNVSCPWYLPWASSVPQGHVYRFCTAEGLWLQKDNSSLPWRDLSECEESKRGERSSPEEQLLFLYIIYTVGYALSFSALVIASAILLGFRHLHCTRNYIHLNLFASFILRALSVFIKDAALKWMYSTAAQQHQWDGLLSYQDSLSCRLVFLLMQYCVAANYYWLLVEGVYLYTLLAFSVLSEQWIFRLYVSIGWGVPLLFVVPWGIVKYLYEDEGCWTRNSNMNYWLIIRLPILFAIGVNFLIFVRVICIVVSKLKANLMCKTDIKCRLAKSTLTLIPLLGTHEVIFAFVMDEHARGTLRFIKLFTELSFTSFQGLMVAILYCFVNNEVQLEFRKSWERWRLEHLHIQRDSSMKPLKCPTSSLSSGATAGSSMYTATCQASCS
HT1080-NT tox = kills 2HG-producing HT-1080-NT fibrosarcoma cells. Potency, µM (series often up to 46.1 µM), for the others: at the top dose activity, negative = less viability, most hits filed as cytotoxic. hit rate 1.6% among 360,000. HT-1080-NT fibrosarcoma viability, CellTiter-Glo ATP luminescence, 48 h. AID 686970;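 further: NT is the 2HG producing partner of a matched IDH1 knockdown line; potency means the concentration at half of the fitted maximal effect; 0% = DMSO-treated cells and -100% = media-only wells without cells; nearly all actives have a fitted effect of over 55% in size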
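750 cells/well, RPMI + 5% FBS; 2 h settle, compound pin-transfer, 48 h at 37 degrees C. CellTiter-Glo 10 min RT, luminescence. Normalized to DMSO and media-only wells.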
An asterisk follows results filed as active; ? = inconclusive; / = not tested or not shown; & = joins results of further samples; [ ] = remark or other dose. Unless noted, the call rests on the fitted dose curve; in most records, active means well fitted curve in the direction sought with a large enough effect; inconclusive means small, poorly fitted or top-dose-only effect, or another doubt; inactive means no such curve, though single readings can be large; an effect the other way counts as inactive or inconclusive.

SMILES	KB-3-1 cytotox	SW480 rereplic	KB-V1 MDR tox	D3 ag	HT1080 IDH1KD tx	IL1B secr inh	D3 antag	GLP-1R agonist	HT1080-NT tox
CCN(c1ccccc1)S(=O)(=O)c1cccc(C(=O)NCC(c2ccc(OC)cc2)N2CCCCC2)c1 (stereo not drawn)	-11%	/	-16%	-5	?	-1	-122*	13%	?
COc1ccccc1C#Cc1cnc2c(c1)C(=O)N([C@H](C)CO)C[C@@H](C)[C@@H](CN(C)C(=O)c1ccc3c(c1)OCO3)O2	-12%	/	0%	-5	0%	?	-13	5%	-7%
O=C(CSc1nnnn1C1CCCCC1)NCc1cccs1	3%	11%	13%	2	0%	-4	-24	1%	2%
O=C(c1cccc(N2CCCC2=O)c1)N1CCN(c2ccc(F)cc2)CC1	15%	27%	?	18	8%	3	16	-3%	5%
Cc1cccc(-n2c(=O)c3c(c4cc(C)ccc4n3C)n(CC(=O)Nc3ccc(C)cc3C)c2=O)c1	3%	/	0%	2	/	/	/	0%	/
CSc1ccccc1NC(=O)C1(C)CCN1C(=O)Cc1ccccc1Cl (stereo not drawn)	0%	/	-1%	3	21%	-18	19	-6%	2%
CNC(=O)c1nnn(Cc2ccccc2)c1NC(=O)C(F)(F)F	0%	-10%[9.22 µM]	9%	1	1%	15	14	-4%	2%
CCn1c(SCC(=O)Nc2ccccc2N2CCOCC2)nnc1-c1ccccc1	-3%	-3%	18µM*	-1	4%	-4	15	-3%	17%
Cc1cc(=O)oc(C)c1C(=O)NCCNC(=O)c1c(C)cc(=O)oc1C	4%	-5%	?	6	18%	2	0	14%	17%
CC(=O)Nc1cccc(CP(=O)(c2ccccc2)c2ccccc2)c1	9%	6%	3%	-23	-1%	7	-3	-1%	-4%
CCc1ccc(NC(=O)C(C)OC(=O)CCN2C(=O)C3CC=CCC3C2=O)cc1 (stereo not drawn)	5%	-133%[inhibitor]	9%	3	-3%	6	9	12%	-1%
C=CCn1c(-c2csc(-c3ccccc3)n2)n[nH]c1=S	-3%	2%	-5%	-7	6%	-1	4	7%	3%
O=C(COC(=O)c1ccc(Br)o1)NCc1ccccc1Cl	-11%	-2%	3%	-5	10%	14	1	0%	0%
CCOC(=O)c1[nH]ncc1CN1CCCC(C(=O)c2ccc(C(C)(C)C)cc2)C1 (stereo not drawn)	7%	-8%	-26%	-19	8%	-8	-2	8%	2%
NC(=O)CCc1nc2cc(C(F)(F)F)ccc2n(Cc2ccccc2)c1=O	15%	1%	?	2	-13%	-11	6	7%	-9%
CCCCN(CC)CCNC(=O)c1cc2c(=O)[nH]c3ccc(C)cc3c2s1	?	26%	-21%	-41	18µM*	-100*	-28	5%	16µM*
CCOC(=O)c1c(C)[nH]c(C(=O)COC(=O)CNC(=O)c2ccc(Cl)cc2Cl)c1C	-11%	?	-27%	1	-14%	19	-4	-1%	3%
CC(=O)N1CC(C)Sc2ccc(S(=O)(=O)NCc3ccc(Cl)cc3)cc21 (stereo not drawn)	23µM*	?	-2%	5	-9%	0	0	0%	-10%
CCOc1cc(NC(=S)NCc2ccco2)c(OCC)cc1NC(=O)c1ccco1	1%	-3%	?	-2	-1%	15	31	14%	-9%
O=C(CCc1ccccc1)Nc1ccccc1C(=O)N1CCOCC1	-1%	-23%	-29%	0	6%	0	0	-5%	-2%
CC1Cc2cc(/C(O)=C3/C(=O)C(=O)N(CCCn4ccnc4)C3c3cccnc3)ccc2O1 (stereo not drawn)	6%	-3%	-12%	0	10%	-8	-11	8%	2%
CC(=O)c1cccc(NC(=O)/C(=C\c2ccco2)NC(=O)c2cccs2)c1	22%	-28%	-7%	-3	-1%	15	-26	-19%	-1%
COc1ccc(CNC(=O)C(c2ccncc2)N(C(=O)Cc2cccs2)c2cccnc2)cc1 (stereo not drawn)	12%	-7%	3%	3	17%	6	-7	15%	14%
O=C(O)/C=C/c1cccc(NC(=O)Nc2ccc([N+](=O)[O-])cc2)c1	13%	-6%	4%	-3	-1%	8	-16	-2%	4%
CC(C)OCCCNCc1cccs1	2%	-12%	0%	-8	9%	-1	8	-3%	7%

Overlap with the part before: two entries; new compounds follow.
SMILES	KB-3-1 cytotox	SW480 rereplic	KB-V1 MDR tox	D3 ag	HT1080 IDH1KD tx	IL1B secr inh	D3 antag	GLP-1R agonist	HT1080-NT tox
O=C(O)/C=C/c1cccc(NC(=O)Nc2ccc([N+](=O)[O-])cc2)c1	13%	-6%	4%	-3	-1%	8	-16	-2%	4%
CC(C)OCCCNCc1cccs1	2%	-12%	0%	-8	9%	-1	8	-3%	7%
O=C(O)Cc1c(-c2ccccc2Cl)c2cc(Br)ccc2[nH]c1=O	4%	-6%	14%	4	-9%	7	5	-6%	-8%
O=C(COc1ccc(C(=O)c2ccccc2)cc1)NC1CCCCCC1	?	-36%[inhibitor]	10µM*	5	-2%	0	31	1%	4%
COC(=O)CCC/C=C1/SCC(NC(=O)c2ccccc2)C1NC(C)=O (stereo not drawn)	15%	-1%	-12%	3	-3%	30	3	1%	-15%
COCCOc1ccc(C(F)(F)F)cc1Nc1nc2ccccc2o1	-9%	25%	?	0	-30%	?	1	0%	?
NS(=O)(=O)c1cc(Cl)c(Cl)c(S(N)(=O)=O)c1	0%	?	11%	0&-9	6%	-1	3	21%	14%
CN1C(=O)[C@@H]2[C@@H]3C[C@@H]([C@H]4ON=C(c5ccc(Cl)cc5)[C@@H]34)[C@@H]2C1=O	-15%	-2%	-7%	1	-2%	-5	0	4%	0%
CCOP(=O)(c1ccccc1)C1(O)CCCCC1 (stereo not drawn)	-4%	-2%	11%	-7	10%	-6	-25	0%	16%
CC(=O)N1CCc2cc(S(=O)(=O)NCCC(=O)NCCc3ccc(Cl)cc3)ccc21	?	-4%	28%	7	3%	-6	13	3%	11%
Cc1cc(C)n(-c2cc(N3CCN(S(=O)(=O)c4ccc(Cl)cc4)CC3)ccc2[N+](=O)[O-])n1	5%	10%	-14%	-1	11%	-6	10	-12%	0%
Cc1cc(C)n(CCOc2nonc2N)n1	?	4%	-5%	11	10%	17	7	-10%	1%
CC1CCN(c2ccc3c(c2)S(=O)(=O)c2cccc(C(=O)NC4CCCCC4)c2C3=O)CC1	-28%	?	-3%	4	-10%	19	51	-1%	-41%
COc1ccc(OCC(=O)Nc2ccc(N3CCN(C(=O)c4ccccc4C)CC3)cc2)cc1	-12%	-89%[inhibitor]	-6%	1	0%	-22	12	10%	-5%
COC(=O)CCNS(=O)(=O)c1ccc2ccccc2c1	3%	-137%[inhibitor]	-15%	0	-8%	1	2	-3%	7%
O=C(Nc1ccc(Cl)c(S(=O)(=O)N2CCOCC2)c1)[C@@H]1CCCN1C(=O)c1cccs1	/	-4%	/	6	-3%	10	-17	1%	2%
CC(=O)NS(=O)(=O)c1ccc(NC(=O)CSc2ccccc2)cc1	1%	-14%	0%	4	1%	7	6	0%	4%
CCCCNC(=O)C1(C)CCN1C(=O)c1cc(-c2ccccc2)cs1 (stereo not drawn)	20%	/	?	3	0%	45	17	-5%	-18%
Cc1nnc(SCC(N)=O)n1CC1CCCO1 (stereo not drawn)	7%	-2%	6%	1	-3%	35	8	-7%	-2%
O=C(Cc1c(C(=O)O)[nH]c2ccccc12)NCCN1CCN(c2ccccc2F)CC1	-2%	-3%	8%	-2	7%	6	2	0%	-3%
CC1(C)C2CCC(C2)C1(C)NC(=O)CN1CCOCC1 (stereo not drawn)	4%	-12%	16%	1	6%	6	-13	-6%	6%
CC(C(=O)Nc1ccccc1)N1CCN(C(=O)c2ccco2)CC1 (stereo not drawn)	9%	-27%	-12%	12	11%	12	1	-2%	-6%[9.24 µM]
CCOC(=O)CCCCCC(=O)Nc1ccc2c(c1)C(=O)N([C@H](C)CO)C[C@H](C)[C@H](CN(C)C(=O)C1CCCCC1)OCCCC[C@@H](C)O2	16%	/	-4%	-13	-1%	20	-24	9%	-4%
NCCCCCNC(=O)c1nc[nH]c1C(=O)NCC(=O)OCc1ccccc1	7%	-8%	19%	13	14%	21	-7	-3%	13%
Cc1ccc(C)n1-c1ccc(C(=O)/C=C/N(C)C)cc1	25%	?	-18%	1	?	-87*	-15	4%	?
O=C(N[C@@H](Cc1ccccc1)C(=O)O)c1c(F)c(F)c(F)c(F)c1F	0%	1%	0%	5	-2%	-6	1	-4%	-1%
COCCCN1C(=O)C(=O)/C(=C(/O)c2ccc(C)cc2)C1c1ccccc1 (stereo not drawn)	-4%	-3%	0%	0	17%	0	0	-32%	0%
Remaining list, next part:
SMILES	KB-3-1 cytotox	SW480 rereplic	KB-V1 MDR tox	D3 ag	HT1080 IDH1KD tx	IL1B secr inh	D3 antag	GLP-1R agonist	HT1080-NT tox
COc1ccc(C2CC(c3cccs3)=NN2C(=O)CCC(=O)O)cc1OC (stereo not drawn)	16%	8%	14%	-11	9%	7	8	1%	16%
Cc1cccc(C(=O)NCCNC(=O)c2cnccn2)c1	17%	0%	-6%	-5	6%	10	12	4%	16%
COc1ccc2[nH]c3c(c2c1)CCN1C(=O)C(CC(=O)NCc2ccco2)C[C@H](C(=O)N2CCOCC2)[C@@]31CCC1CCCC1 (stereo partly drawn)	0%	-26%[9.22 µM]	-15%	-2	-3%	-19	-5	7%	-1%
CS(=O)(=O)N(Cc1ccc(Cl)cc1)c1ccc(C(=O)Nc2cccnc2)cc1	?	-1%	21µM*	14	?	0	-23	2%	-10%
CCOC(=O)c1c(NC(=O)c2cc(C)oc2C)sc(C(=O)Nc2ccc(Cl)cc2)c1C	?	-1%[9.22 µM]	-22%	0	1%	6	-9	-8%	0%
CCOc1ccc(S(=O)(=O)N(CC(=O)NCCc2ccc(OC)cc2)c2ccccc2)cc1	6%	/	-6%	-1	/	/	/	2%	/
Cc1[nH]c2ccccc2c1C(=O)CN1CCSCC1	0%	-5%	1%	-12	-8%	-4	36	10%	-1%
CC(C)Oc1ccc(CNC(=O)CC(c2ccccc2)c2cc(Cl)ccc2O)cc1 (stereo not drawn)	-21%	18%	23µM*	16	?	?	32	-17%	?
CN(C)/C=N/c1cnc(C(=O)c2ccc(Cl)cc2)n1C	3%	-4%[9.22 µM]	-2%	-4	7%	-15	11	-4%	-1%
